# High-throughput results from PubChem.
# LGR2 antag: blocks bursicon-induced cAMP signaling via Drosophila LGR2. HEK293 LGR2, CRE-luciferase, bursicon-stimulated, 4 h. inhibition, % at 9.99 µM. actives 0.35% (n = 380,000);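 active = drop in luminescence signal, shown as inhibition above about 50% in the replicate tests, limit read from the data, passing the limit was not always enough; inconclusive = probably only some replicates passing the limit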;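 note: agonist challenge used bursicon conditioned medium at about half maximal strength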
# Cneo AK release: Cryptococcus neoformans lysis via adenylate kinase release | C. neoformans lysis, adenylate kinase release luminescence, 4 h; normalised: neutral wells 0, clomiphene wells 100 | lysis activity, % at 15 µM | actives 0.2% (n = 360,000);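 active = mean lysis activity across replicates of at least 80%, whatever share of replicates individually reach that level; inactive = mean lysis activity below 80%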
#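 Signal: Adenylate kinase release luminescence | Assay system: Log-phase Cryptococcus neoformans yeast cells | Input: Cells at 5 × 10^6 per mL | Buffer or medium: Fresh YPD growth medium | Compound: Single dose | Schedule: Static 4 h at 37 °C with compound, 1 h detection | Controls: Clomiphene | Read-out: Luminescence rise reflecting yeast cell lysis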
# Statin myotox sup: suppressors of simvastatin-induced myotoxicity in C2C12 myotubes. ATP luminescence, 48 h; scaled: DMSO 0, geranylgeraniol control 100. rescue of ATP level, % at 7.49 µM. actives 0.78% (n = 330,000). AID 602340;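 active = mean ATP rescue above about 67%, or every replicate alone reaching that limit, limit read from the data, passing the limit was not always enough; inconclusive = no clear call, values can overlap the other calls; inactive = mean under the limit and some replicate under it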;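 note: myotubes were challenged with 10 µM simvastatin during compound exposure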
# PGC1a acetyl inh: modulators of PGC1a acetylation | U2OS PGC1a acetylation, AlphaScreen anti-acetyl-lysine; with virally co-expressed GCN5 acetyltransferase | inhibition, % at 15.6 µM | actives 0.17% (n = 350,000);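 active = every replicate shows inhibition of at least 40%; inconclusive = mean inhibition at least 40% but some replicate below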;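 note: 0% = neutral control wells and 100% = positive control wells; some results beyond the cut were filed as inactive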
# ARNT-TACC3 inh: disrupts binding between human ARNT and TACC3; AlphaScreen His-ARNT PAS-B/GST-TACC3 binding, luminescence; TACC3 fragment carries E629A point mutation; actives 0.66% (n = 390,000); inhibition, % at 9.99 µM; AID 623870;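 active = mean inhibition of replicates at least 50% and at least half of replicates each reaching 50%; inconclusive = half or more replicates reach 50% but mean below 50%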;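 note: 0% = complete ARNT plus TACC3 wells and 100% = ARNT alone without TACC3; many hits fall short of the cut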
# PglD inh: blocks C. jejuni PglD acetyltransferase activity | actives 0.098% (n = 360,000) | inhibition, % at 12.5 µM | purified PglD enzyme, DTNB colorimetric CoA detection | AID 602405; in the data active = inhibition above about 16%, passing the limit was not always enough; inconclusive = no clear call, values can overlap the other calls; note: strong numbers were not always called active
# PAX8 reporter: lowers PAX8-driven luciferase in RMG-I cells | RMG-I TPO-luciferase reporter, SteadyGlo, 24 h | inhibition, % at 12.6 µM | actives 1.2% (n = 360,000);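 active = mean replicate inhibition at least 60% with every replicate also reaching 60%; inconclusive = only one of the two criteria is met; inactive = mean below 60% and not all replicates reaching 60%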;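 note: luciferase light reporting Pax8 driven TPO promoter activity; plate controls were median of neutral control wells for no effect and mitoxantrone controls for full effect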
# INS-1E GSIS act: primary screen for activators of insulin secretion dependent on glucose, INS-1E cells, GLuc reporter luminescence; actives 0.61% (n = 370,000); AID 743287; activation, % at 16.6 µM; INS-1E GLuc reporter insulin secretion, 2-3 h;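 active = lowest replicate activation of at least 40%, so every replicate reaches that level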;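 note: 0% = median of neutral control wells and 100% = median of IBMX positive control wells; some compounds called inactive have numbers as strong as hits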
# Numbers without * were called inactive; ? = inconclusive; · = no result given. Rows are unselected. Share with any hit: about 2.9%.
SMILES,LGR2 antag,Cneo AK release,Statin myotox sup,PGC1a acetyl inh,ARNT-TACC3 inh,PglD inh,PAX8 reporter,INS-1E GSIS act
CCOC(=O)c1sc(NC(=O)CSc2nc3c(c(=O)n2-c2ccc(C)cc2)SCC3)c(C(=O)OCC)c1C,·,0,11,22,1,-2,·,·
CN1C(=O)Cc2cc(S(=O)(=O)NCc3c(F)cccc3Cl)ccc21,-3,-7,-1,-11,-1,-2,3,7
CN(CC(=O)NCCc1ccc(S(N)(=O)=O)cc1)S(=O)(=O)c1ccc(Br)s1,-1,-4,15,23,-9,2,-12,16
O=C(NCc1ccccc1)C(c1ccco1)N(C(=O)c1csnn1)c1ccccc1F (configuration not stated),9,1,-8,-4,0,-2,5,-17
C[C@@H]1CN([C@H](C)CO)C(=O)Cc2cc(NC(=O)Nc3ccc(C(F)(F)F)cc3)ccc2O[C@H]1CN(C)C(=O)Nc1ccc(C(F)(F)F)cc1,-5,0,15,-14,-11,3,20,1
Cc1ccc(S(=O)(=O)N2CCN(CC3CC4C=CC3C4)CC2)cc1 (configuration not stated),-3,-5,-18,·,-4,2,-7,7
CC(C)=CCN1CCN(Cc2cc(CC(C)C)n[nH]2)CC1CCO (configuration not stated),-1,2,-12,2,-1,0,5,·
COc1ccccc1N1CCN(S(=O)(=O)c2ccc3c4c(cccc24)C(=O)N3)CC1,14,-2,-1,-3,2,·,·,-11
Clc1ccc(-c2cc(CSc3cccc(Cl)c3)on2)cc1,·,7,-4,6,-6,0,·,·
Cc1ccc(C(=O)N2CCCCCC2)cc1Br,·,-1,-14,-16,-4,1,·,·
O=S(=O)(NC1CCCCC1)c1ccc(Br)s1,35,7,-6,·,-8,-6,-2,-8
O=C1CN(Cc2ccccc2)C[C@H]2[C@@H](c3ccc(-c4ccccc4)cc3)[C@@H](CO)N12,3,·,·,-2,·,·,-9,-21
COc1ccc(CNC(=O)Cn2ccc(N)nc2=O)cc1,4,2,9,·,2,4,11,-13
COc1ccc(S(=O)(=O)N2CC[C@@H]3[C@H](CO)Nc4ccc(-c5ccc(C#N)cc5)cc4[C@@H]32)cc1,1,-10,-2,-3,0,0,51,15
C[C@H](CO)N1C[C@H](C)[C@@H](CN(C)S(=O)(=O)c2cn(C)cn2)OCCCC[C@H](C)Oc2ccc(NS(C)(=O)=O)cc2C1=O,-4,1,·,14,2,6,·,2
Cn1c(=O)c2c(nc(N3CCOCC3)n2CCc2ccccc2)n(C)c1=O,10,1,7,11,-11,2,9,1
NC(=O)c1cc(N=Nc2c(N)[nH]n(-c3c(Cl)cc(Cl)cc3Cl)c2=O)ccc1Cl,-17,0,-4,13,5,-4,8,-3
O=C(CSc1nc2ccccc2o1)NCc1ccco1,·,-2,-16,-7,-3,5,·,·
CC(C)(C)c1cc(C(C)(C)C)cc(S(=O)(=O)CCc2ccccn2)c1,·,3,-11,-20,1,-3,·,·
COc1ccc(NC(=O)Nc2ccc3c(c2)CC(=O)N([C@@H](C)CO)C[C@@H](C)[C@@H](CN(C)Cc2ccc(C(=O)Nc4ccccc4N)cc2)O3)cc1,-7,3,-155,-2,-11,1,12,-8
OC[C@H]1[C@@H](c2ccc(-c3cccc(F)c3)cc2)[C@H]2CN(CCC(F)(F)F)CCCCN21,-10,15,-30,1,9,3,22,-16
COc1cccc(-c2cnc3c(c2)C(=O)N([C@H](C)CO)C[C@H](C)[C@H](CN(C)C(=O)Nc2cccc4ccccc24)O3)c1,-9,-5,?,5,-3,4,-1,-28
CC1CC(C)CN(C(=O)c2ccc(NS(=O)(=O)c3ccc4[nH]c(=O)[nH]c4c3)cc2)C1 (configuration not stated),-10,·,·,·,-18,·,-6,22
C[C@@H]1CCCCO[C@@H](CN(C)S(=O)(=O)c2ccc(F)cc2)[C@@H](C)CN([C@H](C)CO)C(=O)c2cc(NS(=O)(=O)c3cn(C)cn3)ccc2O1,-1,6,·,30,·,4,-17,10
Cc1ccc(NC(=O)CSc2nnc(NC(=O)c3ccco3)s2)cc1,-6,-1,-3,·,-10,9,-32,0
CCOc1ccc(N(CC(=O)NCC(C)C)S(C)(=O)=O)cc1,-6,3,0,-10,0,-1,·,29
CCOC(=O)CNC(=S)N(Cc1cccs1)C1CCCC1,9,·,·,·,-6,·,-31,4
O=C(CSc1nnc2ccc(-c3ccccn3)nn12)N1CCCC1,6,·,·,7,-6,·,0,16
Cc1ccc(C(NC(=O)C(C)C)c2cc([N+](=O)[O-])c3cccnc3c2O)cc1 (configuration not stated),34,·,·,·,50*,·,11,2
CC(C)NC(=O)CC1OC(=O)c2ccccc21 (configuration not stated),·,7,7,0,-5,2,·,·
CCOc1ccccc1/C=C(\C#N)C(=O)NC1CC1,-4,-6,·,-13,·,9,3,7
O=C(CCC(=O)N1CCc2ccccc2C1)NCCc1ccc(Cl)cc1,19,2,1,-5,-2,5,7,-30
CC(C)C#Cc1ccc([C@H]2[C@H](CO)N3C(=O)CN(C(=O)C4CCCCC4)C[C@@H]23)cc1,3,·,·,-4,·,·,9,-7
CCN(CC)S(=O)(=O)c1ccc(NC(=O)c2cnccn2)cc1,11,-1,11,·,-1,-4,-14,-9
C[C@H]1CN([C@@H](C)CO)C(=O)Cc2cc(NS(=O)(=O)c3cccs3)ccc2O[C@H]1CN(C)Cc1ccccc1,·,-1,16,11,0,1,3,·
C[C@@H]1CN([C@H](C)CO)C(=O)Cc2cc(NC(=O)C3CCCCC3)ccc2O[C@H]1CN(C)S(C)(=O)=O,2,-5,-33,0,-5,-4,6,-7
Cc1cccn2c(=O)c(/C=C(\C#N)C(=O)NCc3ccco3)c(N3CCCCCC3)nc12,-6,2,·,0,·,-5,16,-12
CCCOc1ccc(C(=O)CCC(=O)NNC(=O)Cn2nc(C)cc2C)cc1,6,·,9,-4,-5,-4,-54,12
CC1CCCCC1NC(=O)CCS(=O)(=O)c1cccc2nonc12 (configuration not stated),·,5,-7,-10,-2,1,-23,·
O=C(c1cccc(C(F)(F)F)c1)N1CCC(O)(CS(=O)(=O)Cc2ccc(Cl)cc2)CC1,·,-1,-3,9,-9,0,9,·

# A few values from above:
# PglD inh with CC1CCCCC1NC(=O)CCS(=O)(=O)c1cccc2nonc12 (configuration not stated) = 1
# ARNT-TACC3 inh with CCCOc1ccc(C(=O)CCC(=O)NNC(=O)Cn2nc(C)cc2C)cc1 = -5
# PAX8 reporter with CCOc1ccccc1/C=C(\C#N)C(=O)NC1CC1 = 3
# Cneo AK release with Cc1cccn2c(=O)c(/C=C(\C#N)C(=O)NCc3ccco3)c(N3CCCCCC3)nc12 = 2
# PAX8 reporter with CCN(CC)S(=O)(=O)c1ccc(NC(=O)c2cnccn2)cc1 = -14

# Next results
SMILES,LGR2 antag,Cneo AK release,Statin myotox sup,PGC1a acetyl inh,ARNT-TACC3 inh,PglD inh,PAX8 reporter,INS-1E GSIS act
CCC(=O)N1C[C@H](C)[C@H](OC)CN(C)C(=O)c2cc(NC(=O)C3CCCCC3)ccc2OC[C@@H]1C,14,-8,1,-17,-8,-1,2,6
CC1(C)CC(=O)C=C(Nc2ccc(F)c(Cl)c2)C1,12,-5,8,-5,-10,0,-1,4
Clc1ccc(SCCOCCN2CCc3ccccc3C2)cc1,8,·,·,1,-2,·,23,19
O=c1cc(NCc2ccc3c(c2)OCO3)[nH]c(=O)n1-c1ccc(Cl)cc1,3,-1,·,-13,4,-1,·,11
Cc1noc(C)c1S(=O)(=O)Nc1ccc2c(c1)C(=O)N([C@H](C)CO)C[C@@H](C)[C@H](CN(C)S(=O)(=O)c1c(C)noc1C)OCCCC[C@@H](C)O2,-3,-3,·,-3,0,1,-16,-12
COc1cccc(NC(=O)c2ccc3c(c2)N(CC(=O)N2CCCCC2)C(=O)C(C)(C)O3)c1,·,-3,-19,-8,25,-4,·,·
COc1ccc(NC(=O)CCS(=O)(=O)c2ccc(OC)cc2)cc1,·,-1,·,-12,0,-5,·,16
O=C(COC(=O)CCSc1ccccc1Cl)NCc1ccco1,0,·,·,11,3,·,9,4
C[C@@H]1CN([C@@H](C)CO)C(=O)c2cc(NC(=O)CCCN(C)C)ccc2O[C@H]1CN(C)C(=O)Nc1ccc(F)cc1,7,1,11,-5,-10,5,-11,15
CCc1cc(=O)oc2c3c(cc(OCC(=O)NCCCC(=O)O)c12)OC(C)(C)CC3,-2,0,8,12,6,3,-4,7
O=C(c1cnccn1)N1CC[C@@H]2[C@@H](CO)Nc3ccc(-c4ccccc4)cc3[C@@H]21,-5,1,20,16,2,2,-7,3
Nc1c(C(=O)Nc2ccccc2)nnn1-c1ccc2c(c1)OCCO2,15,-3,-2,·,29,1,-60,-19
C[C@H](CO)N1C[C@H](C)[C@@H](CN(C)Cc2cccc(F)c2)Oc2cc(-c3ccc(C#N)cc3)ccc2S1(=O)=O,35,0,-46,18,-7,0,21,-4
CO[C@@H]1CN(C)C(=O)c2cc(NC(=O)c3ccc(Oc4ccccc4)cc3)ccc2OC[C@@H](C)N(C(C)=O)C[C@H]1C,-23,0,9,0,14,-1,·,-18
CC(=O)c1ccc(-c2cnc3c(NC=O)cc(-c4ccc(C(=O)N5CCOCC5)cc4)cn23)cc1,16,1,-63,-12,·,-10,37,14
CSc1ccc(OC2(C)CCN(Cc3ccc(OC(C)C)cc3)C2)cc1 (configuration not stated),7,0,-7,·,·,4,-7,·
CC(C)Cc1ccc(C#N)c(SCC(N)=O)n1,7,-1,29,3,-6,-3,·,24
CC(C)NS(=O)(=O)c1ccc(Br)c(C(=O)OC(C)C(=O)NC2CCCCC2C)c1 (configuration not stated),6,0,0,-5,1,2,11,-12
C[C@H](NC(=O)N1CCn2c1nc1ccccc12)C(=O)NC1CC1,0,2,1,4,1,0,0,11
O=C1CN(Cc2ccccc2)C[C@H]2[C@@H](c3ccc(Br)cc3)[C@H](CO)N12,-7,·,·,7,·,·,-7,0
O=P(O)(O)COc1ccccc1P(=O)(c1ccccc1)c1ccccc1,-7,2,29,-1,·,-7,·,32
Cc1c([N+](=O)[O-])cc(C(=O)N2CCOCC2)cc1[N+](=O)[O-],1,4,·,·,·,-9,15,14
Cn1cc([N+](=O)[O-])c(C(=O)N/N=C/c2ccncc2)n1,-1,-1,12,-1,-1,-1,6,16
CC1Sc2ccc(S(=O)(=O)NCCc3ccccc3)cc2NC1=O (configuration not stated),10,0,9,4,-1,1,2,-18
C[C@@H]1CN([C@H](C)CO)C(=O)Cc2cc(NS(=O)(=O)c3cccs3)ccc2O[C@@H]1CN(C)S(=O)(=O)c1cn(C)cn1,23,-2,-62,-1,·,3,-29,13
CCOC(=O)CCNC(=O)c1ccccc1Br,·,-9,·,·,-5,-3,·,4
O=C(Nc1ccc2c(c1)[C@@H]1C[C@@H](CC(=O)N3CCOCC3)O[C@H](CO)[C@@H]1O2)NC1CCCC1,-13,-6,1,8,-2,1,0,1
CCN1CCN(CCC(=O)Nc2ccccc2C)CC1,16,1,2,6,-3,-1,0,·
CC[C@]12C(=O)N(C)C[C@H]([C@@H]3C(=O)N(C)C(=O)[C@@H]31)N2C(=O)c1ccc(Cl)cc1,-2,4,-2,·,2,0,-13,-1

# Pulled by compound from the entries so far, 2 records:
SMILES,LGR2 antag,Cneo AK release,Statin myotox sup,PGC1a acetyl inh,ARNT-TACC3 inh,PglD inh,PAX8 reporter,INS-1E GSIS act
CC(C)NS(=O)(=O)c1ccc(Br)c(C(=O)OC(C)C(=O)NC2CCCCC2C)c1 (configuration not stated),6,0,0,-5,1,2,11,-12
C[C@H](NC(=O)N1CCn2c1nc1ccccc12)C(=O)NC1CC1,0,2,1,4,1,0,0,11
